CCHF vOTU inh: blocks the CCHF virus ovarian tumor domain protease; CCHFV vOTU protease, Pep-AMC fluorescence; inhibition, % at 11.5 µM; 0.55% of 370,000 active; AID 651958; also: 0% = vehicle wells with enzyme and 100% = no enzyme wells
GDH-TPI inh: GDH-TPI coupled enzyme inhibition counter-screen | AID 588335 | GDH-TPI coupled enzyme counterscreen, NADH absorbance | 1.2% of 360,000 active | inhibition, % at 4.8 µM;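 also: 0% = DMSO wells and 100% = wells lacking the enzyme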
BioA inh: blocks M. tuberculosis BioA enzyme activity | purified M. tuberculosis BioA enzyme, plate reader | inhibition, % at 9.99 µM | 0.096% of 360,000 active; in the data active = inhibition above about 40%; inconclusive = no clear call, values can overlap the other calls
VHR inh abs: inhibitors of human VHR1 phosphatase (DUSP3). P51452. recombinant VHR phosphatase, pNPP absorbance. inhibition, % at 13.3 µM. 0.52% of 290,000 active. AID 1654; in the data active = inhibition above about 50%; also: some compounds called inactive have numbers as strong as hits
Target sequence (P51452 whole entry, looked up): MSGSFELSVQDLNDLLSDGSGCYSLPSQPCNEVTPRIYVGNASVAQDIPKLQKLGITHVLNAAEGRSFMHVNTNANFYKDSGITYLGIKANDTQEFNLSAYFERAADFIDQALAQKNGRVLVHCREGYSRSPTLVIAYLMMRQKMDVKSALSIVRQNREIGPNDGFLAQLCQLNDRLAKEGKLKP
Rv3671c inh: inhibits the M. tuberculosis serine protease Rv3671c; P9WHR9; inhibition, % at 5.96 µM; 0.048% of 320,000 active; AID 2606; in the data active = inhibition above about 38%;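 also: extracellular domain of Rv3671c used as enzyme; 0% = enzyme with DMSO and 100% = no enzyme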
Target sequence (P9WHR9 whole entry, looked up, the tested form may be a part): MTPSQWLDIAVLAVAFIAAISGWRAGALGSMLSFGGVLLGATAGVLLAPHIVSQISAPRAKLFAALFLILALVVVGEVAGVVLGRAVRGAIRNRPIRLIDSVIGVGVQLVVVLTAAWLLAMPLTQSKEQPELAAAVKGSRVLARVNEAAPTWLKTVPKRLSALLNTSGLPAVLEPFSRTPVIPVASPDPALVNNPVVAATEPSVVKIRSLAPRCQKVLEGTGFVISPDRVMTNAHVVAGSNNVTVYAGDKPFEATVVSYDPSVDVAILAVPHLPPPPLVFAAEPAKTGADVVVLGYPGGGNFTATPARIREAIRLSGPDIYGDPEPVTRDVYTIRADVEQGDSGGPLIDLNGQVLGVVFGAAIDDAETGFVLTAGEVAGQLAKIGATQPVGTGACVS
Mtb FBA inh: inhibitors of M. tuberculosis fructose-bisphosphate aldolase. 2.3% of 360,000 active. P9WQA3. purified M. tuberculosis FBA, fluorescence read-out. inhibition, % at 1 µM. AID 588726; in the data active = inhibition above about 27%;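 also: 0% = vehicle and 100% = reference inhibitor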
Target sequence (P9WQA3 whole entry, looked up): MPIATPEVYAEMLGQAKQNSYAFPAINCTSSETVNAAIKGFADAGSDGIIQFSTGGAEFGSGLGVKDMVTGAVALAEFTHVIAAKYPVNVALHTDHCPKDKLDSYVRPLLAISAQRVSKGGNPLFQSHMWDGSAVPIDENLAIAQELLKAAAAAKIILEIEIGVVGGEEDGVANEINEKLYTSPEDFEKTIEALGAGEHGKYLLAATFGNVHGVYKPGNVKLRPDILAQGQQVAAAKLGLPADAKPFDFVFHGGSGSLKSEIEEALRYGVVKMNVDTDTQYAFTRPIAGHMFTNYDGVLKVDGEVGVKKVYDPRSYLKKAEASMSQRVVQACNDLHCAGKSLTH
BoNT-F LC inh: inhibitors of Botulinum neurotoxin F light chain protease | Multiplex microsphere protease cleavage assay, flow cytometry | inhibition, % at 10 µM | 0.22% of 360,000 active | AID 588497; in the data active = inhibition above about 35%, passing the limit was not always enough; inconclusive = no clear call, values can overlap the other calls; also: plate controls were buffer without enzyme for full effect and enzyme alone for no effect
UGM FP inh: Mtb UDP-galactopyranose mutase inhibition; 0.06% of 320,000 active; purified UGM, fluorescence polarization probe displacement; inhibition, % at 10 µM; P9WIQ1; in the data active = inhibition above about 10%, passing the limit was not always enough; inconclusive = no clear call, values can overlap the other calls
FadD28 FP inh: inhibitors of Mycobacterium tuberculosis FadD28 bisubstrate binding | FadD28 bisubstrate probe binding, fluorescence polarization | inhibition, % at 12.5 µM | 0.22% of 360,000 active | AID 588549; in the data active = inhibition above about 8.5%, passing the limit was not always enough; inconclusive = no clear call, values can overlap the other calls
MazEF act: MazEF (E. coli) toxin RNase activation. P0AE70. FAM/BHQ RNA-DNA oligo cleavage fluorescence, 5 h. activation, % at 20 µM. 0.32% of 350,000 active; in the data active = activation above about 50%
Target sequence (P0AE70 whole entry, looked up): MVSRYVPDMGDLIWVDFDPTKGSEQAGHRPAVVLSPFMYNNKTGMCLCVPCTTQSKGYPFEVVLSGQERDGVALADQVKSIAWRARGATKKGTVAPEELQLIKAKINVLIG
Active calls of the source: *; ? = inconclusive; nt = not tested or not shown; & = joins results of further samples. Rule as the data show it, unless noted: active = inhibition above about 30%; inactive = the rest. This is a random part of the collection (roughly 4.9% active in at least one column).

SMILES	CCHF vOTU inh	GDH-TPI inh	BioA inh	VHR inh abs	Rv3671c inh	Mtb FBA inh	BoNT-F LC inh	UGM FP inh	FadD28 FP inh	MazEF act
COc1ccc(C(=O)NC(=S)Nc2cccc(NC(=O)c3ccco3)c2)cc1[N+](=O)[O-]	2	15	0.0	36	-57	-1	-1	-0.1	-1.8	33
O=C(NCc1cccnc1)C12CC3CC(CC(Cl)(C3)C1)C2	0	-1	-2.0	1	-10	3	-5	-0.3	-0.3	-8
COC(=O)c1ccccc1NC(=O)CC(NCc1ccccc1)C(=O)O (configuration not stated)	4	nt	nt	nt	-2	nt	nt	-1.7	nt	3
CCOC(=O)C1CCN(CC(=O)c2c(C)[nH]c3ccccc23)CC1	4	-14	-0.2	-6	7	-2	3	4.4	-2.9	5
COc1cc2nc(C3CCC3)n(NC(=O)C3CCC(OC)CC3)c(=O)c2cc1OC (configuration not stated)	11	4	-2.7	4	8	0	-5	3.2	-3.3	6
CN1CCC(N(C)C(=O)c2ccccc2Nc2ccc(SC(F)F)cc2)CC1	0	10	0.8	32	2	2	-12	0.5	0.3	10
COc1ccc(-c2ccc3[nH]c4c(c3c2)CCN2C(=O)[C@@H]([C@H](C)O)[C@@H](N(C)C(=O)Nc3ccccc3)C[C@@H]42)cc1	1	-5	1.3	nt	nt	7	2	nt	-0.4	-10
Cc1ccc(/C=N/NC(=O)C(=O)N/N=C/c2ccc(C)o2)o1	-4	7	nt	6	-28	0	-3	0.4	0.6	6
CCCOc1ccc(N2C(=O)CC(N3CCC(O)(c4cccc(C(F)(F)F)c4)CC3)C2=O)cc1 (configuration not stated)	1	-3	-1.7	23	4	-1	?	-0.9	-2.0	-3
O=C(COC(=O)C12CC3CC(CC(C3)C1)C2)NCc1ccco1	-5	7	0.9	13	-1	-2	2	1.2	-3.0	-7
CC(=O)c1ccccc1C(=O)N1CCCC(CNC(=O)c2ccc(F)cc2)C1 (configuration not stated)	-3	4	-0.1	nt	nt	-3	3	nt	-0.5	7
Cc1cc(S(=O)(=O)N2CCOCC2)ccc1OCC(=O)NCC1CCCO1 (configuration not stated)	4	3	-1.2	38	20	-1	-22	0.1	0.4	-7
Cc1cc(OCCn2cncn2)ccc1[N+](=O)[O-]	-10	17	-0.2	14	6	-3	-6	0.1	-1.9	6
Clc1ccc(CNC2CN3CCC2CC3)cc1 (configuration not stated)	-3	3	nt	0	2	1	-11	1.6	-0.2	0
CCn1c(C)c(C(C)=O)c(N2CCN(c3ccc(F)cc3)CC2)nc1=S	21	16	8.8	-32	4	1	-6	-0.5	0.8	11
CC(C)CNC(=S)N1CCC(C(=O)c2ccc(Cl)cc2)CC1	4	0	2.7	nt	nt	0	3	nt	-2.2	-24
Cc1cccc(NC(=O)CN2CCN(C(=O)CNC(=O)c3ccc(-c4ccccc4)cc3)CC2)c1C	27	3	-0.9	nt	nt	0	8	nt	-0.7	-4
COc1ccc(-c2cc(-c3cccs3)c(C#N)c(SCC(=O)NCc3ccccc3OC)n2)cc1	5	13	-0.6	8	3	2	-6	-1.7	-0.4	-1
OC(CN1CCOCC1)Cn1c(-c2cccc(Cl)c2)nc2ccccc21 (configuration not stated)	12	15	2.2	0	7	2	?	-1.5	-1.7	1
O=S(=O)(c1ccccc1)N1CCN(Cc2c(O)ccc3ccccc23)CC1	7	3	-2.1	nt	-11	3	-10	0.2	-0.8	-5
O=S(=O)(Nc1cccc(-c2ccc(N3CCCCCC3)nn2)c1)c1ccc(C(F)(F)F)cc1	15	-3	2.0	7	-86	1	-5	1.8	-2.7	8
C=CCn1c(O)c(N=NC(=S)Nc2ccc(OC)cc2)c2ccccc21	7	19	0.5	-6	0	-10	-11	0.7	-0.6	19
CCOC(=O)C(=NC(C)CC)NNc1ccc(Br)cc1 (configuration not stated)	6	4	nt	-3	-3	-4	-1	0.2	0.6	4
CC(C)(C)NC(=O)c1cc(Cl)ccc1[N+](=O)[O-]	4	-3	nt	32	6	2	3	-2.5	-1.1	3
Cc1cccc(CSc2nnc([C@@H]3CCCN3C(=O)OC(C)(C)C)o2)c1	-11	-13	nt	13	-1	0	?	0.3	-4.9	-3
C=CCn1c(=O)c2c(C)c(C)sc2n2c(Nc3ccccc3)nnc12	11	2	-0.4	0	12	0	-18	-0.3	-1.1	-1
CC(=O)NCCNc1nc2cc(-c3ccccc3)sc2c(=O)n1C	0	17	-6.5	nt	nt	12	5	nt	0.4	nt
COc1ccc(S(=O)(=O)N2CCCCC2)cc1NC(=O)c1[nH]c(C)c(C(C)=O)c1C	6	2	3.2	nt	-9	3	2	nt	-2.3	5
O=C(O)CCN(Cc1ccccc1)S(=O)(=O)c1ccccc1Cl	-13	0	nt	-11	nt	3	-6	nt	-4.1	7
CCNC(=O)/C=C/c1ccccc1[N+](=O)[O-]	-7	-4	nt	18	5	-1	5	-1.0	-2.5	-3
Cc1ccc2nc(SCC3CCCCO3)[nH]c2c1 (configuration not stated)	-2	1	nt	9	5	-3	4	0.1	-2.0	-10
Oc1c(Br)cc(Br)cc1C=NCc1ccccc1	7	1	nt	41	-7	-3	-5	-0.7	-3.4	-31
C=CCn1c(C)nnc1SCC(=O)Nc1ccc2c(c1)OCCO2	6	-6	1.0	nt	3	4	-3	-0.3	nt	7
Cc1ccc(C(=O)NS(=O)(=O)c2ccc(C)cc2)cc1	4	-14	-3.6	17	-1	-4	0	6.7	-1.3	-8
COC(=O)c1[nH]c2c(c1C)C(=O)CC(c1cccc(OC)c1)C2 (configuration not stated)	-8	-1	0.7	2	-1	1	13	0.0	-2.9	-2
O=S(=O)(c1cccc(-c2cn3cccnc3n2)c1)N1CCCCCC1	-62	5	nt	15	-7	62*	-1	-2.4	-4.0	-4
COC(=O)c1ccc(CSc2nc3c(cnn3-c3ccc(C)c(C)c3)c(=O)[nH]2)o1	2	-5	-2.6	0	-20	-14	5	2.2	-3.0	-1
COc1ccc(C(=O)NCCNC(=O)c2ccc(C)nc2)cc1	6	-4	-0.2	38	-10	-4	6	0.1	-3.2	-22
CC(C)[C@H](NC(=O)c1ccccc1)C(=O)OCC(=O)NCCC1=CCCCC1	-7	-5	0.6	3	-5	-2	-4	-0.9	-2.1	-4
COc1ccccc1Oc1c(C)oc2c(CN3CCN(C)CC3)c(O)ccc2c1=O	-127	nt	nt	25	6	nt	nt	-3.9	nt	nt
CCOC(=O)N1CCC(NC(=O)c2cc(COc3c(C)cccc3C)on2)CC1	12	0	0.0	20	-6	3	-1	2.6	-0.4	-6
CCN1CCN(CC(=O)c2ccc(OC)cc2)CC1	-3	-4	1.2	48	-2	-1	-3	2.3	-3.7	1
Cc1ccccc1Nc1nc(CSc2nnc(-c3ccoc3C)n2C)cs1	4	-4	-0.5	4	7	0	-4	0.9	-2.6	0
CCCCNC(=O)c1onc(CSc2ccccn2)c1C(=O)NCCCC	8	8	0.7	nt	6	2	4	-0.7	2.1	5
COc1cccc(CNS(=O)(=O)c2cc(Br)cc3c2N(C(C)=O)C(C)C3)c1 (configuration not stated)	-1	3	0.2	20	-14	-1	-5	2.1	-3.8	2
COc1cc(/C=C/C(=O)Nc2ccc(C)cc2)cc(OC)c1OC	2	27	nt	-7	-6	4	-4	0.2	-3.2	4
COc1ccccc1NCCC(=O)OCC(=O)NC1CC1	12	2	1.2	8	0	-4	-4	0.8	0.0	3
C#CCOCCOCCOCCNc1nc(N2CCN(C(=O)C([C@@H](C)O)n3cc([C@@H](N)CCCCN)nn3)CC2)nc(N2CCN(C(=O)[C@H](CCCN=C(N)N)n3cc(C(N)[C@@H](C)CC)nn3)CC2)n1 (some centres not stated)	nt	-6	0.6	nt	1	0	-23	-1.4	-2.8	25
Nc1c2c(nc3ccccc13)CCCC2	1&8	13&5	1.0&2.3&-0.8	-11	5&-3	-1&2	-8&-5	1.5&1.5	-2.4&-2.0	7&1
C[C@@H]1NC(=O)c2cc([N+](=O)[O-])cc(I)c2NCC[C@@H](C(N)=O)NC(=O)[C@H](CC(N)=O)NC1=O	nt	4	0.0	-7	-12	-2	-14	1.7	-1.1	3
CCc1ccc(/C=N/NC(=O)c2nnn(-c3nonc3N)c2CN2CCOCC2)cc1	6	-5	-0.3	-14	-4	-1	8	4.2	-4.7	6
CCN(CC)C(=O)COc1ccc2c3c(c(=O)oc2c1)CCCC3	-28	10	2.2	0	-5	50*	-16	0.3	-3.8	9
COc1ccc2nc(NC(=O)CCNC(=O)c3ccccc3Cl)sc2c1	-8	-4	nt	-7	-6	-2	-6	0.3	-2.7	1
COc1ccc(N(CC(=O)NCCc2ccc(C)cc2)S(=O)(=O)c2c(C)noc2C)cc1	15	-3	0.5	-6	-1	-1	7	-2.7	-2.8	7
C#CCOCCOCCOCCNc1nc(N2CCN(C(=O)C([C@@H](C)CC)n3cc(C(N)COC(=O)C(F)(F)F)nn3)CC2)nc(N2CCN(C(=O)C([C@@H](C)CC)n3cc(C(N)CC(C)C)nn3)CC2)n1 (some centres not stated)	11	nt	nt	nt	0	nt	nt	1.1	nt	1
Cc1ccc2c(c1)c1c(n2CC(O)CN2CCC(C)CC2)CCCC1 (configuration not stated)	3	10	0.0	1	3	1	0	-2.1	1.9	5
CCc1cc(-c2n[nH]c(C)c2-c2nc3ccccc3n2C)c(O)c(CN2CCN(C)CC2)c1O	5	-4	-0.1	32	-3	1	-13	-1.3	-2.6	0
O=S1(=O)C[C@H](N2CC[C@@H](O)C2)[C@@H](COCc2ccccc2)N1	5	nt	1.0	nt	nt	0	-14	nt	-2.0	nt
c1ccc2c(-c3c[nH]c4ccccc34)c3ccccc3nc2c1	7	3	-2.1	24	0	1	-9	0.0	-3.5	7
CC(C)NC(=O)COc1ccc(S(=O)(=O)N2CCCC2)cc1	-4	3	-1.4	-16	8	-1	-8	-2.1	-2.1	4

Already shown: entries from further up.
SMILES	CCHF vOTU inh	GDH-TPI inh	BioA inh	VHR inh abs	Rv3671c inh	Mtb FBA inh	BoNT-F LC inh	UGM FP inh	FadD28 FP inh	MazEF act
Cc1ccc2c(c1)c1c(n2CC(O)CN2CCC(C)CC2)CCCC1 (configuration not stated)	3	10	0.0	1	3	1	0	-2.1	1.9	5
CCc1cc(-c2n[nH]c(C)c2-c2nc3ccccc3n2C)c(O)c(CN2CCN(C)CC2)c1O	5	-4	-0.1	32	-3	1	-13	-1.3	-2.6	0
O=S1(=O)C[C@H](N2CC[C@@H](O)C2)[C@@H](COCc2ccccc2)N1	5	nt	1.0	nt	nt	0	-14	nt	-2.0	nt
c1ccc2c(-c3c[nH]c4ccccc34)c3ccccc3nc2c1	7	3	-2.1	24	0	1	-9	0.0	-3.5	7
CC(C)NC(=O)COc1ccc(S(=O)(=O)N2CCCC2)cc1	-4	3	-1.4	-16	8	-1	-8	-2.1	-2.1	4

Remaining list, next part.
SMILES	CCHF vOTU inh	GDH-TPI inh	BioA inh	VHR inh abs	Rv3671c inh	Mtb FBA inh	BoNT-F LC inh	UGM FP inh	FadD28 FP inh	MazEF act
CC(C)NC(=O)CN1CCN(Cc2nc(-c3cccs3)no2)CC1	-1	-1	0.3	22	2	0	-2	-4.0	-3.0	-5
Cc1ccc(S(=O)(=O)[N-]c2nc3ccccc3nc2-[n+]2cc(C)cc(C)c2)cc1	-4	-12	nt	17	0	-1	4	4.2	-2.5	-4
Cc1cccc(NC(=O)CSc2nnc(CNC(=O)c3ccc(S(=O)(=O)N(C)C)cc3)n2-c2cccc(C)c2)c1	5	-4	-2.0	3	-11	-1	-8	-2.7	-3.1	-5
CCc1cc(C(=O)NNC(=O)c2csc(N3CCOCC3)n2)sc1C	-1	2	1.4	nt	nt	0	-9	nt	-3.8	5
COc1ccc(CCC(=O)NCCc2nc3ccccc3[nH]2)cc1	-11	8	nt	30	6	6	-2	0.9	-3.5	-4
COc1ccc(CCC(=O)N2CCCc3ccccc32)cc1	-9	12	0.7	31	10	-1	8	5.9	-1.1	-7
Cc1ccc(-c2nonc2NC(=O)c2ccco2)cc1	-11	10	-4.9	15	-2	4	4	1.5	-0.8	1
CCOC(=O)C1=C(CC)Nc2ccccc2N/C1=N\S(=O)(=O)c1ccc2ccccc2c1	22	18	nt	24	-3	1	-5	2.6	-2.5	-3

Source: PubChem BioAssay
